From PubChem
Tb PYK inh = blocks Trypanosoma brucei pyruvate kinase; 0.12% of 410,000 active; TbPYK enzyme, Kinase-Glo Plus ATP luminescence, 45 min; Potency, µM (titrated, usually from 76.8 µM), inactives show at the highest dose activity, negative = inhibition, actives largely listed as inhibitors; AID 624173; Q57TT1; also: potency is read from the fitted curve at half-maximal effect; % is scaled to controls: 0 for no effect and ±100 for the full control effect; nearly all actives have a fitted effect of over 50% in size
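Quantitative HTS: titrated library compounds versus trypanosomal pyruvate kinase in TEA buffer (pH 7.2) containing KCl, MgCl2, BSA and Tween-20. Reactions were initiated with ADP, 130 uM final. Kinase-Glo Plus luminescence was read after 45 min at RT.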
Shiga toxin inh = inhibitors of Shiga toxin in Vero cells; 9.2% of 290,000 active; Vero cells, Shiga toxin protein synthesis inhibition reporter; inhibition, % at 38.7 µM; in the data active = inhibition mostly above about 28%, no sharp cut-off; inactive = mostly below about 43%; also: 0% is about no effect
HCV inhibitor = HCV inhibition; Huh7.5.1 HCVcc-Cre infection, luciferase reporter, 44 h; Potency, µM (titrated, usually from 41.8 µM), inactives show at the highest dose activity change, negative = inhibition, hits mostly inhibitors; 3.4% of 340,000 active; AID 651820; also: potency is read from the fitted curve at half-maximal effect; % is scaled to controls: 0 for no effect and ±100 for the full control effect
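Seed cells (1,000/well) for 4 h; treat with compound and infect with HCVcc-Cre, moi about 0.5. Incubate 44 h, then detect luciferase activity.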
Pf growth 96h = P. falciparum growth inhibition at 96 hour, primary screen for plastid delayed-death inhibitors | P. falciparum luciferase reporter growth, 96 h | Potency, µM (titrated, usually from 28.7 µM), without a hit: at the highest dose activity change, negative = inhibition, hits mostly inhibitors | 6.9% of 320,000 active | AID 504834; also: potency is read from the fitted curve at half-maximal effect; % is scaled to controls: 0 for no effect and ±100 for the full control effect
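Two-generation exposure (96 h) targets delayed-death phenotype. Reporter parasites carrying integrated firefly luciferase, in red cells at 2% hematocrit and 0.05% parasitemia final, kept at 37 C, 5% CO2; luminescence loss indicates inhibition.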
Pf growth 48h = inhibits P. falciparum growth in the first generation, 48 h. P. falciparum luciferase growth in erythrocytes, 48 h. Potency, µM (series often up to 28.7 µM), for inactives: at the top dose activity change, negative = inhibition, hits mostly inhibitors. 5.9% of 310,000 active; also: potency is read from the fitted curve at half-maximal effect; % is scaled to controls: 0 for no effect and ±100 for the full control effect
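First compound was added to culture medium, then infected red cells at 0.1% parasitemia and 2% hematocrit (final). After incubation at 37 C under 5% CO2, luciferase detection reagent was dispensed and light output recorded.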
Cycloheximide cs = affects cycloheximide protein synthesis inhibition readout, counter-screen; max response, %; cell reporter, cycloheximide protein synthesis inhibition counterscreen; 12% of 300,000 active; in the data active = max response mostly above about 13%, no sharp cut-off; inactive = mostly below about 14%; also: read at 38.3 µM for the half of the compounds with a filed dose; 0% is about no effect
LmPK inhibitor = blocks Leishmania mexicana pyruvate kinase activity; purified LmPK, Kinase-Glo ATP luminescence, 1 h; Potency, µM (titrated, usually from 57.5 µM), for inactives: top-dose activity change, negative = inhibition, usual class: inhibitors; 0.37% of 290,000 active; AID 1721; also: potency is read from the fitted curve at half-maximal effect; % is scaled to controls: 0 for no effect and ±100 for the full control effect
Target sequence (Q27686 whole entry, looked up): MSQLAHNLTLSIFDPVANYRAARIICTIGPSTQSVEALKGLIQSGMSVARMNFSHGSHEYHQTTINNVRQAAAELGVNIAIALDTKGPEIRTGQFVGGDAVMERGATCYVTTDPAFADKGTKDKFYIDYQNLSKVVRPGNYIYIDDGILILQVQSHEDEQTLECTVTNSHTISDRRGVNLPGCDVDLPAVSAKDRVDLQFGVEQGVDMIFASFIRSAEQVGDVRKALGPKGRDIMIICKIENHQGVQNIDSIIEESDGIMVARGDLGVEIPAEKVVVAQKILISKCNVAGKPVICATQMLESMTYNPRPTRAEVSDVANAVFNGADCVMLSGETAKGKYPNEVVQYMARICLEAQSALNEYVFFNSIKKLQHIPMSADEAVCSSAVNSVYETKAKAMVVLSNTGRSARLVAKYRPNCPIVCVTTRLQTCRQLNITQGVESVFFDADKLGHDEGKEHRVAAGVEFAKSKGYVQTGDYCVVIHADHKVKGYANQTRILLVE
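0.1 nM LmPK, 0.5 mM PEP, 0.1 mM ADP; 50 mM imidazole pH 7.2, 7 mM MgCl2, 50 mM KCl; 1 h RT. Kinase-Glo luminescence readout, normalized to no-enzyme (full inhibition) and uninhibited wells.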
* = called active by the depositor; ? = inconclusive; nt = not tested or not shown; [ ] = remark or other dose. Unless noted, calls follow the shape of the dose curve; as a rule, active = well fitted curve in the direction sought with a large enough effect; inconclusive = small, poorly fitted or top-dose-only effect, or another doubt; inactive = no such curve, though single readings can be large; an effect the other way counts as inactive or inconclusive.

Screens in order: Tb PYK inh	Shiga toxin inh	HCV inhibitor	Pf growth 96h	Pf growth 48h	Cycloheximide cs	LmPK inhibitor
1. CC(C)NC(=O)c1ccc2c3n(nc2c1)-c1ccccc1CO3
 : ?	30	-22%	106%[activator]	146%[activator]	22*	13µM*
2. COc1ccc(NC(=O)C(=O)NCCN2CCN(C(=O)c3ccco3)CC2)cc1
 : 4%	-4	24%	0.93µM*	10%	-2	-10%
3. CN(Cc1nccs1)C(=O)CC1C(=O)NCCN1Cc1ccc(-c2ccccc2)cc1 (configuration not stated)
 : -1%	-2	-4%	-2%	-6%	0	7%
4. O=C(CSc1ccc(C(F)(F)F)cc1[N+](=O)[O-])N1CCOCC1
 : 2%	nt	4%	?	61%[activator]	0	9%
5. CN1/C(=C\C(=O)COC(=O)c2nccnc2N)C(C)(C)c2ccccc21
 : -11%	nt	-5%	27%	?	nt	nt
6. CC(=O)N1CCN(S(=O)(=O)c2cccc(C(=O)NCCc3ccc(Cl)cc3)c2)CC1
 : 7%	nt	?	?	?	nt	nt
7. CCCCn1c(SCC(=O)Nc2cc(C)on2)nnc1-c1ccco1
 : 0%	-7	-4%	nt	-17%	1	6%
8. COc1ccccc1N1C(=O)c2ccc(C(=O)Nc3ccc(F)cc3)cc2C1=O
 : -3%	-5	2%	31%[activator]	14%	-3	-2%
9. C/C(CC(=O)Nc1ccccn1)=N\NC(=O)c1cccc(C)c1
 : 6%	40*	10%	12%	37%[activator]	21*	-5%
10. CC1=NN(C(=O)COc2ccc(C)c(C)c2)C(O)(c2ccccc2)C1 (configuration not stated)
 : 0%	-11	-15%	39%[activator]	2%	0	-1%
11. O=C(c1cccc(F)c1)N1CCN=C1SCc1cccnc1
 : 2%	-9	-6%	-21%	nt	-1	4%
12. CC(C)(C)c1ccc(/C=N/NC(=S)NCc2ccccc2)cc1
 : 6%	7	-1%	0%	?	-2	6%
13. CCOC(=O)c1ccccc1NS(=O)(=O)c1ccc(C)cc1
 : 1%	-5	?	nt	nt	-1	7%
14. Cc1sc2ncnc(NCc3ccccc3)c2c1C
 : 2%	-6	5.6µM*	?	-2%	-3	1%
15. CC(C)Cn1c(SC(C)C(=O)NCC2CCCO2)nc2ccc(Cl)cc2c1=O (configuration not stated)
 : 0%	nt	-8%	?	?	nt	nt
16. Cc1ccc(NC(=O)C2c3ccccc3Oc3ccccc32)nc1
 : -6%	-15	1%	?	-13%	-4	2%
17. Cc1cc(N(CC(=O)O)S(C)(=O)=O)ccc1Br
 : -11%	-11	16%	16%	14%	0	-1%
18. O=C(Nc1ccccc1-c1ccccc1)NC1CCN(C(=O)N2CCOCC2)CC1
 : 5%	23	-10%	8%	?	-1	3%
19. COC(C[C@H]1O[C@H]1[C@H](O)[C@@H](C)OCc1ccccc1)OC
 : 0%	0	12%	66%[activator]	47%[activator]	-5	-4%
20. Cc1ccc(NP(=O)(Nc2ccc(C)cc2)Oc2ccccc2)cc1
 : 2%	20	?	-29%	208%[activator]	24*	0%
21. Oc1ccc(-c2[nH]ncc2-c2nc3ccccc3s2)c(O)c1
 : -7%	14	3%	?	-20%	11	-3%
22. Cc1ccc(C(C(=O)NC2CCCCC2)N(CC2CCCO2)C(=O)CCCC(=O)Nc2ccccn2)cc1 (configuration not stated)
 : -1%	-15	-13%	?	?	1	4%
23. COC(=O)c1scc(S(=O)(=O)C(C)(C)C)c1N
 : -3%	18	24%	-3%	-2%	-1	-2%
24. CNc1nc(-c2c(C)n(C)c3ccc(OC)cc23)cs1
 : -7%	-6	-25%	?	18%[0.00184 µM]	-2	0%
25. O=C1CCCC2C3CCCN4CCCC(CN12)C34 (configuration not stated)
 : 0%	6	-1%	43%[activator]	0%	6	4%
26. Cc1cccc(NC(=S)N2CCC(C(N)=O)(N3CCCCC3)CC2)c1C
 : -5%	-27	4%	19%	5%	-3	5%
27. Cc1ccc(N(C)S(=O)(=O)c2cccc(C(=O)NCC(c3ccco3)N3CCCC3)c2)cc1 (configuration not stated)
 : -4%	nt	?	3.3µM*	9.3µM*	nt	nt
28. O=C(C1=NN(c2ccccc2)C2C(=O)N(c3ccc(Cl)cc3)C(=O)C12)c1ccccc1 (configuration not stated)
 : -1%	0	12%	42%[activator]	2%	9	0%
29. O=C1CC(=O)Nc2cc(S(=O)(=O)Nc3cccc(C(F)(F)F)c3)ccc2N1
 : -7%	-4	1%	12%	-3%	1	3%
30. COc1cc(C(N)=O)cc(Cl)c1OCc1ccccc1
 : -3%	-4	-6%	6%	10%	1	7%
31. Cc1cc(C)nc(NC2=NCCN2C(=S)Nc2ccc(C)c(C)c2)n1
 : -2%	-13	?	?	?	2	-2%
32. Cc1cccc(C)c1NC(=O)NN1C(C)CCCC1C (configuration not stated)
 : 1%	-7	18%	?	7%	-1	8%[11.5 µM]
33. CC(C)NC(=O)c1ccc2c(c1)N(CC(=O)N1CCCC1)C(=O)C(C)(C)O2
 : -7%	-2	-14%	?	-8%	-3	-5%
34. O=C(O)c1ccc(NC(=S)NC(=O)c2cccc(COc3ccccc3)c2)cc1
 : -16%	7	2%	?	8%	8	-5%
35. Cc1nc(N2CCN(c3ccccc3)CC2)nc2c1C(=O)CCC2
 : 0%	22	-13%	nt	18%	13	-7%
36. COc1ccc(Cl)cc1S(=O)(=O)N1CCCC(C(=O)NCc2ccncc2)C1 (configuration not stated)
 : -5%	-6	3%	-10%	29%	1	-1%
37. Cc1ccc(Cl)cc1Nc1nc(-c2sc(NC(=O)c3cccc(Cl)c3)nc2C)cs1
 : nt	-3	nt	?	?	11	-5%
38. COc1ccc(C(C)=O)cc1CN(c1ccccc1OC)S(=O)(=O)c1cccs1
 : -3%	22	?	?	?	1	-1%
39. Cc1ccc(NC(=O)CNC(=O)c2ccco2)c(Cl)c1
 : 10%	47*	-10%	68%[activator]	64%[activator]	25*	-3%
40. Cc1ccc(Sc2ncccc2C(=O)O)c(C)c1
 : 1%	-3	3%	22%	1%	-3	2%
41. Cc1ccc(C(=O)N/C(=C\c2cccc([N+](=O)[O-])c2)C(=O)Nc2cccc(C(=O)O)c2)cc1
 : 1%	nt	4%	0%	30%[activator]	-2	-5%
42. COC(=O)CNc1cc(S(=O)(=O)N2CCCCC2)ccc1Oc1cccc(C)c1
 : 2%	2	8%	6%	6%	3	5%
43. Cc1cccc(Oc2ncc(-c3ccc(Cl)cc3)cn2)c1C
 : 5%	1	?	?	12%	14	2%
44. O=C(CCS(=O)(=O)c1ccccc1)N(Cc1cccnc1)c1nc2c(Cl)cccc2s1
 : 2%	-5	nt	nt	nt	-9	nt
45. CC(C)(C)C(=O)Nc1ccc(N2CCN(c3ccc(C(F)(F)F)cn3)CC2)nc1
 : -6%	-11	-10%	?	?	-3	3%
46. Cc1[nH]c2ccc(C(=O)OC(C)C(=O)NC3CCCCC3C)cc2c1C (configuration not stated)
 : -1%	nt	22µM*	?	4.7µM*	nt	nt
47. O=C(O)C/C(=C\c1cc2c(cc1Br)OCO2)c1nc2ccccc2s1
 : 0%	-12	15%	45%[activator]	8%	20	-2%
48. CCOC(=O)N1CCC(N2C(=O)c3ccccc3C2Nc2ccc(C)cc2)CC1 (configuration not stated)
 : -6%	-7	11%	9.3µM*	nt	-2	11%
49. O=C(/C=C/c1ccccc1[N+](=O)[O-])N1CCN(c2ccc(F)cc2)CC1
 : 5%	2	-11%	56%[activator]	-8%	-2	1%
50. Cc1cccc(OCC(=O)Nc2cc(C)ccc2O)c1
 : -1%	30*	?	?	12µM*	21*	-6%

Next part:
Screens in order: Tb PYK inh	Shiga toxin inh	HCV inhibitor	Pf growth 96h	Pf growth 48h	Cycloheximide cs	LmPK inhibitor
51. Cn1c(C(=O)Nc2ccccc2)cc2sccc21
 : 5%	50	-28%	19%	84%[activator]	26*	-17%
52. NS(=O)(=O)c1ccc(NC(=O)CSc2ccccc2)cc1
 : 4%	41	4%	133%[activator]	40%[activator]	20*	-10%
53. CCOc1ccc2ccccc2c1CNCCN1CCOCC1
 : -8%	-5	-5%	5.2µM*	13µM*	2	-2%
54. Nc1nc2c(s1)CCc1c-2cnn1-c1ccccc1
 : ?	151*	?	-13%	-7%	46*	14µM*
55. Cc1ccc(Cl)cc1NC(=S)N(CCCN1CCOCC1)Cc1ccco1
 : -3%	-8	-39%	?	?	6	2%
56. CCCc1cc(=O)c2c(O)cccc2o1
 : 8%	-5	-8%	58%[activator]	-3%	-2	6%
57. CCOC(=O)CCc1c(C)c2ccc(OCc3nn[nH]n3)cc2oc1=O
 : 4%	23	8%	-23%	7%	-5	9%
58. COc1cc(Cl)cc(C2NC(=O)NC(C)=C2C(C)=O)c1OCC(=O)O (configuration not stated)
 : 2%	-5	nt	13%	nt	-6	7%
59. COC(=O)NC(=S)N1CCOCC1
 : 2%	-11	18%	34%[activator]	44%[activator]	-3	-2%
60. O=C(NCc1ccccn1)NC12CC3CC(CC(C3)C1)C2
 : -5%	18	24%	406%[activator]	-17%	1	-3%

Individual results from the results shown:
NS(=O)(=O)c1ccc(NC(=O)CSc2ccccc2)cc1 – Cycloheximide cs: 20*
CCOC(=O)CCc1c(C)c2ccc(OCc3nn[nH]n3)cc2oc1=O – Pf growth 96h: -23%
CCCc1cc(=O)c2c(O)cccc2o1 – Shiga toxin inh: -5

Remaining list, next part
Screens in order: Tb PYK inh	Shiga toxin inh	HCV inhibitor	Pf growth 96h	Pf growth 48h	Cycloheximide cs	LmPK inhibitor
61. CCOc1ccc(NC(=O)COC(=O)CCCc2c[nH]c3ccccc23)cc1
 : -16%	-14	7%	?	?	7	-8%
62. Cn1c(=O)c2c(nc3sccn32)n(C)c1=O
 : 3%	11	16%	-25%	1%	20*	-6%
63. COc1cc(SC)ccc1C(=O)N1CCN(c2ccccc2F)CC1
 : -8%	-5	0%	?	-23%	-3	7%
64. S=c1[nH]nc(Cc2ccccc2)n1Cc1ccco1
 : ?	-10	12%	nt	12%	7	-22%
65. O=C(Nc1ccccc1F)C1CCCN1S(=O)(=O)c1ccc(Cl)cc1 (configuration not stated)
 : 7%	nt	?	-23%	?	nt	nt
66. COC(=O)c1ccc(NC(=O)CSc2nccn2CCc2ccccc2)cc1
 : 1%	88	-1%	nt	66%[activator]	44*	4%
67. Cc1ccc(S(=O)(=O)C2(C(=O)Nc3ccc(Br)cc3)CC2)cc1
 : 5%	46	-11%	-29%	-11%	32*	1%
68. COc1cccc(Nc2nnc(SCn3nnc4ccccc4c3=O)s2)c1
 : -1%	53	-3%	?	0%	9	7%
69. Cc1[nH]n(-c2ccc(Cl)cc2)c(=O)c1/C=N/c1nnc(-c2ccccc2)s1
 : -15%	-4	-2%	4%	35%[activator]	3	?
70. COc1ccc(NC(=O)c2sccc2SCc2cccc(C(F)(F)F)c2)cc1
 : 3%	36*	?	?	?	16*	1%
71. CC(C)N(CC(N)=O)C(=O)c1sc2cc(F)ccc2c1Cl
 : -1%	-3	26%	20%	7%	6	-1%
72. Cc1ccc2nc(SC(C)C(=O)Nc3cccc([N+](=O)[O-])c3)[nH]c2c1 (configuration not stated)
 : -19%	22	?	?	?	9	1%
73. CCCCc1ccc(S(=O)(=O)Nc2ccc(C)c(NS(C)(=O)=O)c2)cc1
 : -11%	-6	16%	3%	23%	-1	0%
74. Cn1c(SCC(=O)N2CCOCC2)nnc1-c1ccccc1
 : 1%	8	31%[activator]	?	13%	6	-3%
75. O=C(Cc1ccc(S(=O)(=O)N2CCCC2)s1)N1CCOCC1
 : 4%	21	11%	-4%	4%	1	-4%
